# S-ASM inh: blocks human secretory acid sphingomyelinase. placental ASM, HMU-PC fluorogenic substrate, 60 min. Potency, µM (doses to about 57.5 µM), for the others: top-dose activity change, negative = inhibition, most hits filed as inhibitors. 0.006% of 340,000 active. AID 504937; note: potency is the fitted concentration of half-maximal effect
# Target sequence (P17405 47-631 limits assumed): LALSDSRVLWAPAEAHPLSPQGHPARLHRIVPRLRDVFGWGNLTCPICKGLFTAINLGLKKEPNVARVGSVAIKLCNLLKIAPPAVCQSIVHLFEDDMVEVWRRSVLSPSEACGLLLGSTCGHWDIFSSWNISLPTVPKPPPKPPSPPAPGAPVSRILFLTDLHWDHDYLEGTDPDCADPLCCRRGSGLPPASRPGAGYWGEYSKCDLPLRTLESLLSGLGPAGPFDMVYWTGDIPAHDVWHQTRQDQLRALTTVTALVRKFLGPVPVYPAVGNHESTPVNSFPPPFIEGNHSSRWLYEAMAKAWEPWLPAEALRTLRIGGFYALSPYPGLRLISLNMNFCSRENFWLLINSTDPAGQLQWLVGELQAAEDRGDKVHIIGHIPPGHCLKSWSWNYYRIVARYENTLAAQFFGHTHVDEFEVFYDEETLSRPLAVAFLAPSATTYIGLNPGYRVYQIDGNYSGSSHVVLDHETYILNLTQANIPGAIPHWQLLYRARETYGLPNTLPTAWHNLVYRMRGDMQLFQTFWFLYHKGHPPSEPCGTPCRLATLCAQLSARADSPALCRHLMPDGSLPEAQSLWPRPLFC
#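 Human placenta-derived ASM preincubated with compound 10 min at room temperature, then reacted with 9 uM (final) fluorogenic HMU-PC substrate for 60 min at 37 C. Stop solution raises pH to 10; fluorescence read at Ex 386/Em 447 nm.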
# ELG1 DNA repair: ELG1-dependent DNA repair inhibition | HEK293T ELG1-luciferase reporter, luminescence, 16 h; DNA damage induced by 5-fluorouridine | 2.3% of 330,000 active | Potency, µM (series often up to 46.1 µM), inactives show at the highest dose activity change, negative = inhibition, actives largely listed as inhibitors; note: potency is the fitted concentration of half-maximal effect; % is set by controls: 0 for no effect and ±100 for the full control effect; nearly all actives have a fitted effect of over 55% in size
#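 Overnight (16 hr) co-exposure of 2,000 cells/well to 5-fluorouridine and compound at 37 °C preceded detection. Luciferase was quantified via ONE-Glo luminescence; loss of signal denotes inhibition.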
# TSHR antagonist: human thyrotropin receptor antagonism; P16473; TSHR-expressing cells, TSH-stimulated cAMP HTRF, 2 h; stronger effect = lower value; activity change, negative = inhibition, % at 11.5 µM; 0.2% of 330,000 active;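 active = activity change below a set negative limit, meaning inhibition stronger than a set level, cut at about -70% in these data; inconclusive = activity change between two set negative limits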; note: % is set by controls: 0 for no effect and ±100 for the full control effect
#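 Competitive HTRF cAMP read-out (cryptate anti-cAMP antibody, cAMP-d2; 30 min, room temperature) in freshly harvested TSHR cells. Compounds added before TSH at EC80 (4nM final), followed by 2 hours' incubation at 37 deg C.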
# TSG101-PTAP inh: blocks PTAP/TSG101 interaction to inhibit HIV-1 budding | Q99816 | Fluorescence polarization, FITC-PTAP peptide / Tsg101 binding | Potency, µM (top dose mostly 115 µM), for the others: top-dose activity change, negative = inhibition, most hits filed as inhibitors | 340,000 tested, under 10 active | AID 493005; active = well fitted inhibition curve with a large enough effect in the main read-out, with a control signal flat, not every such curve was filed as active; inconclusive = small, poorly fitted or top-dose-only effect, or effect the other way, or a change in a side signal; inactive = no such curve, though single readings can be large or run the other way; note: potency is the fitted concentration of half-maximal effect; % of control where 0% means no effect
# Target sequence (Q99816 whole entry, looked up): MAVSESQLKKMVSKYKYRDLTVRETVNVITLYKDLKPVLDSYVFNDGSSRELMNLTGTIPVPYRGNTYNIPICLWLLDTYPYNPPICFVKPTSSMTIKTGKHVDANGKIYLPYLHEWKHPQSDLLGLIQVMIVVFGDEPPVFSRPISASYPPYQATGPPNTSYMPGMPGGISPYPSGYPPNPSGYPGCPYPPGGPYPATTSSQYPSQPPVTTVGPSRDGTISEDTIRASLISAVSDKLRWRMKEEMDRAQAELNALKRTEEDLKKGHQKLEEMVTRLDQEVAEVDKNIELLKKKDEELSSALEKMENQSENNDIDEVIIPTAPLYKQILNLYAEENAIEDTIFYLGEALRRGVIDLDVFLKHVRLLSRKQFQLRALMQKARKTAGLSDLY
#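 Tsg101 binding domain (10 uM final) was mixed with compound and a FITC-labeled PTAP peptide (50 nM final) in HEPES pH 7.5 buffer with NaCl, Tween 20, EDTA and TCEP; fluorescence polarization was read after 20 min at r.t.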
# a7 integrin act: integrin-mediated muscular dystrophy alleviation activation. alpha7betagal myoblasts, beta-gal FDG fluorescence, 48 h. Potency, µM (series often up to 38.3 µM), for inactives: at the highest dose activation, actives largely listed as activators. 0.064% of 350,000 active. AID 624291;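 note: potency is the fitted concentration of half-maximal effect; 100% = response of the positive control SU9516; nearly all actives have a fitted effect of over 60% in size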
#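 alpha7betagal+/- myoblasts (passage 13, 250/well) treated 48 h at 37C with compounds at 1:260 dilution of DMSO stock. Lysed, then beta-galactosidase activity read as FDG fluorescence (ex 480/em 540) after 30 min, with pre-read for autofluorescence.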
# Mito fusion act: blocks mitochondrial division or promotes mitochondrial fusion | S. cerevisiae fusion-defective mutant growth rescue, CellTiterGlo 48 h | Potency, µM (series often up to 46.1 µM), for inactives: at the top dose growth rescue (activation), hits mostly activators | 0.23% of 320,000 active | AID 485298;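 note: potency is the fitted concentration of half-maximal effect; % of control where 0% means no effect; nearly all actives have a fitted effect of over 45% in size; temperature-sensitive fusion mutants such as fzo1-1 at 37 °C on non-fermentable ethanol glycerol medium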
#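 Compounds are tested for their ability to restore growth of mitochondrial fusion-defective yeast strains at non-permissive 37C in YPEG medium over 48 hours. Viability is quantified by luciferase luminescence.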
# TCR act: activates T cell receptor signaling; AID 504894; primary human leukocytes, anti-CD3, IL-2 HTRF, 48 h; 330,000 tested, under 10 active; Potency, µM (titrated, usually from 9.22 µM), for inactives: at the highest dose activation of IL-2 secretion, usual class: activators; note: % of control where 0% means no effect
#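 Primary human leukocytes receive a-CD3 beads and test compound and are incubated 48 hr. Secreted IL-2 is then assayed by HTRF, measuring 665nm acceptor emission after 320nm excitation of the europium donor.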
# Tb PFK inh: T. brucei PFK enzyme inhibition. T. brucei PFK, ADP-Glo luminescence. 0.17% of 330,000 active. Potency, µM (titrated, usually from 57.5 µM), inactives show at the highest dose activity, negative = inhibition, usual class: inhibitors;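 note: potency is the fitted concentration of half-maximal effect; 0% = uninhibited 1x PFK enzyme wells and -100% = no-enzyme wells; nearly all actives have a fitted effect of over 60% in size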
#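 ADP-Glo luminescence quantified ADP after 45 min at room temperature, with 1.25 nM T. brucei PFK, 0.1 mM ATP and 0.5 mM fructose-6-phosphate in pH 8.0 TEA buffer. qHTS titrations up to 57 µM; curves classified by quality.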
# Eya2 inh: Eya2 (human) phosphatase inhibition; O00167; recombinant Eya2, OMFP fluorescence dephosphorylation (OMFP is methylfluorescein phosphate); Potency, µM (top dose mostly 76.9 µM), inactives show at the highest dose activity, negative = inhibition, most hits filed as inhibitors; 0.006% of 330,000 active; AID 488837; note: potency is the fitted concentration of half-maximal effect; % is set by controls: 0 for no effect and ±100 for the full control effect
#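 Eya2 (0.2 uM) preincubated 10 min at ambient with compound, then OMFP substrate added at 50 uM; 10 min reaction in 50 mM HEPES pH 7.5, 50 mM NaCl, 5 uM MgCl2, 0.05% BSA, 1 mM DTT. Fluorescence read at Ex 485/Em 525 nm.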
# AT treatment: potential ataxia-telangiectasia treatments restoring KAP-1 phosphorylation | 0.19% of 320,000 active | […] A-T fibroblasts, KAP-1 phosphorylation AlphaLISA; neocarzinostatin DNA damage 30 min before lysis | Potency, µM (series often up to 57.5 µM), without a hit: at the highest dose activation, most hits filed as activators; note: potency is the fitted concentration of half-maximal effect; % of control where 0% means no effect; nearly all actives have a fitted effect of over 45% in size
#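 ATM-like activity read as KAP-1 phosphorylation via AlphaLISA donor/acceptor antibody pairs after lysis and 6 hr at 25C. Cells were ATM-null patient fibroblasts ([…], hTERT), dosed 60 min, then exposed to the DSB inducer NCS for 30 min.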
# BCR signal inh: inhibitors of chronic active B-cell receptor signaling | ABC-DLBCL IkBa-CBG/CBR reporter, luminescence ratio, 4 h | Potency, µM (doses to about 46.1 µM), for inactives: at the highest dose ratio change, negative = lower green/red ratio, hits mostly inhibitors | 0.05% of 340,000 active; active = well fitted inhibition curve with a large enough effect in the signal ratio, with a control signal flat, not every such curve was filed as active; inconclusive = small, poorly fitted or top-dose-only effect, or effect the other way, or a change in a side signal; the % refers to the signal ratio;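 note: potency is the fitted concentration of half-maximal effect; plate controls were basal doxycycline-induced cells for no effect and cells given 10 µM MG132 for full effect; MG132 reads +100%, hits lower the ratio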
#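 Doxycycline induced both beetle luciferases in TMD8 lymphoma cells; IKK-driven degradation limits the IkappaBalpha-fused green signal, while red luminescence normalises for cell number and nonspecific effects. Compounds tested up to 46 uM, 4 hrs.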
# * = called active by the depositor; u = inconclusive; x = not tested or not shown; [ ] = dose if it differs, or a comment. Unless noted, calls come from the whole dose curve; as a rule, active = well fitted curve in the direction sought with a large enough effect; inconclusive = small, poorly fitted or top-dose-only effect, or another doubt; inactive = no such curve, though single readings can be large; an effect the other way counts as inactive or inconclusive. Not all compounds are listed; rates above refer to the full screens.
1. C=CCN1C(=O)C2(C(C(=O)OCC)=C(N)Oc3c2c(=O)oc2ccccc32)c2ccccc21 (configuration not stated)
2. Cc1cc(NC(=O)CCl)on1
3. Cc1ccc(OCC(=O)N2CCN(Cc3cccnc3)CC2)cc1
4. CCN1CCN(C(=O)COc2ccc(S(=O)(=O)N3CCOCC3)cc2Cl)CC1
5. O=P(CCl)(Nc1ccccc1)C(Cl)(Cl)Cl (configuration not stated)
6. COc1cccc(C(=O)NC(=S)Nc2ccccc2N2CCCCC2)c1
7. CC(=O)N1CCN(CCN=Cc2c(O)n(-c3ccc(F)cc3)c(=S)[nH]c2=O)CC1
8. CCCC(=O)c1cc(CP(=O)(OCC)OCC)oc1C
entry no.	1	2	3	4	5	6	7	8
S-ASM inh	2%	-2%	1%	4%	3%	-8%	2%	-20%
ELG1 DNA repair	-10%	-19%	14%	18%	-3%	2%	1%	-13%
TSHR antagonist	56	11	6	12	20	-3	-5	-8
TSG101-PTAP inh	-5%	0%	-4%	-3%	-6%	1%	-1%	-4%
a7 integrin act	0%	-59%[inhibitor]	2%	-18%	4%	0%	42%	3%
Mito fusion act	17%	9%	-1%	-2%	-8%	-8%	5%	1%
TCR act	12%	-11%	-8%	-2%	2%	0%	-1%	-3%
Tb PFK inh	0%	2%	-7%	-20%	-2%	-2%	-1%	1%
Eya2 inh	3%	6%	-11%	-8%	-4%	5%	8%	12%
AT treatment	1%	-2%	0%	-5%	8%	7%	0%	-1%
BCR signal inh	u	-23%	0%	7%	6%	u	2%	4%

9. COC(=O)C1=C(c2ccc(Cl)c(C(F)(F)F)c2)C[C@@H]2CC[C@H]1N2C(=O)N1CCOCC1
10. CCC(=O)c1c(O)n(C2CCCCCC2)c(=O)[nH]c1=O
11. CC1CC(OC(=O)c2ccccc2)CC(C)N1C (configuration not stated)
12. O=c1ccc2c(O)c3ccoc3cc2o1
13. CCCCCCOc1ccc(CN2CCN(CC)CC2)cc1
14. CN(C)C(=O)Oc1ccc(OCc2cccc[n+]2C)cc1
15. CCN1CCN(c2cn[nH]c(=O)c2Cl)CC1
16. CCOc1ccc(N2C(=O)/C(=C/c3ccc(C)o3)C(=O)NC2=S)cc1
entry no.	9	10	11	12	13	14	15	16
S-ASM inh	2%	-18%	-3%	0%	0%	-2%	0%	-20%
ELG1 DNA repair	-13%	12%	2%	u	u	-2%	-2%	6%
TSHR antagonist	5	3	2	9	12	-7	-4	13
TSG101-PTAP inh	0%	-5%	-2%	-1%	-3%	2%	-3%	-1%
a7 integrin act	-1%	0%	22%	14%	-40%	0%	-3%	-18%
Mito fusion act	1%	0%	-10%	x	-4%	-1%	-3%	-3%
TCR act	9%	1%	0%[46.1 µM]	-3%	5%	0%[46.1 µM]	5%	-2%
Tb PFK inh	-1%	4%	0%	0%	1%	4%	3%	3%
Eya2 inh	-8%	17%	-1%	8%	10%	0%	11%	13%
AT treatment	3%	4%	3%	8%	1%	x	0%	-15%
BCR signal inh	3%	-2%	0%	2%	u	u	-3%	8%

# Whole records from above:
# CCN1CCN(c2cn[nH]c(=O)c2Cl)CC1 is entered as S-ASM inh = 0%; ELG1 DNA repair = -2%; TSHR antagonist = -4; TSG101-PTAP inh = -3%; a7 integrin act = -3%; Mito fusion act = -3%; TCR act = 5%; Tb PFK inh = 3%; Eya2 inh = 11%; AT treatment = 0%; BCR signal inh = -3%
# COC(=O)C1=C(c2ccc(Cl)c(C(F)(F)F)c2)C[C@@H]2CC[C@H]1N2C(=O)N1CCOCC1 is entered as S-ASM inh = 2%; ELG1 DNA repair = -13%; TSHR antagonist = 5; TSG101-PTAP inh = 0%; a7 integrin act = -1%; Mito fusion act = 1%; TCR act = 9%; Tb PFK inh = -1%; Eya2 inh = -8%; AT treatment = 3%; BCR signal inh = 3%

# Later entries
17. CC(=O)O[C@H]1CCC2C3CCC4=CC(=O)CCC4=C3C=C[C@@]21C (some centres not stated)
18. COc1cccc(CNCCc2ccc(F)cc2)c1
19. CNP1(NC)=NC(C(F)(F)F)=NC(C(F)(F)F)=N1
20. O=[N+]([O-])c1ccc(N2CCOCC2)c2ccncc12
21. Cc1oc(-c2ccccc2)nc1CN1C(=O)CN=C(c2ccccc2)c2ccccc21
22. COc1ccc(-c2nnc3sc(C4CCCCC4)nn23)cc1OC
23. O=C(C1CCC(=O)N1C1CCCCC1)N1CCC2(CC1)OCCO2 (configuration not stated)
24. FC(F)(F)c1ccccc1NC1=NCCCS1
entry no.	17	18	19	20	21	22	23	24
S-ASM inh	45%[activator]	2%	-3%	-2%	0%	-3%	4%	-7%
ELG1 DNA repair	3%	-1%	6%	u	-11%	18µM*	14%	-4%
TSHR antagonist	2	6	4	-13	1	9	6	-3
TSG101-PTAP inh	-5%	-2%	-6%	0%	-2%	-4%	-9%	2%
a7 integrin act	-2%	-29%	-15%	1%	6%	4%	4%	-5%
Mito fusion act	1%	-10%	-3%	-1%	13µM*	5%	0%	13%
TCR act	3%	-2%	-2%	2%	4%	-1%	3%	-1%
Tb PFK inh	-8%	-12%	-3%	1%	0%	0%	3%	1%
Eya2 inh	4%	-2%	2%	-3%	9%	-2%	-24%	2%
AT treatment	-6%	7%	0%	-27%	-10%	3%	-1%	-5%
BCR signal inh	0%	-1%	2%	-5%	2%	2%	u	-9%

25. O=C1OC(c2ccc(Br)cc2)=N/C1=C\N1CC2CC(C1)c1cccc(=O)n1C2 (configuration not stated)
26. COC(=O)[C@@H]1C(OC(=O)c2ccccc2)CC2CCC1N2C (some centres not stated)
27. O=c1[nH]c(=O)n(-c2cccc(F)c2)c(O)c1/C=C1\C=Nc2ccccc21
28. O=P(Nc1ccccc1)(Oc1ccccc1)Oc1ccccc1
29. COc1ccc(CCn2c(O)c(C=NCc3cccnc3)c(=O)[nH]c2=O)cc1OC
30. COc1ccc(/C=C2/C(=O)NC(=S)N(C3CC3)C2=O)cc1CN1C(=O)c2ccccc2C1=O
31. O=C1OC(c2ccc(Cl)cc2)=N/C1=C\N1CC2CC(C1)c1cccc(=O)n1C2 (configuration not stated)
32. Fc1ccc(C2=CCN(C(c3ccc(Cl)cc3)c3nnnn3Cc3ccccc3)CC2)cc1 (configuration not stated)
entry no.	25	26	27	28	29	30	31	32
S-ASM inh	-1%	5%	-1%	-1%	3%	2%	-4%	-3%
ELG1 DNA repair	-9%	2%	u	u	3%	0%	-13%	-13%
TSHR antagonist	12	6	8	4	-1	18	-4	-7
TSG101-PTAP inh	3%	1%	-2%	-3%	0%	-4%	-11%	-1%
a7 integrin act	u	x	5%	1%	-7%	10%	15%	23%
Mito fusion act	-1%	x	-7%	8%	-3%	-4%	-3%	30%
TCR act	0%	1%	-6%	6%	3%	8%[46.1 µM]	1%	-2%[46.1 µM]
Tb PFK inh	3%	9%	u	0%	0%	6%	-3%	0%
Eya2 inh	-7%	-5%	1%	-6%	-9%	1%	-5%	-7%
AT treatment	u	8%	10%	25%	1%	6%	6%	0%
BCR signal inh	-3%	1%	u	-19%	3%	u	-20%	5%

33. COC(=O)C1=C(c2cccc(C#N)c2)C[C@@H]2CC[C@H]1N2C(=O)NCc1ccc(F)cc1
34. O=C(O)[C@@H]1C[C@H]1[C@@H](NP(=O)(c1ccccc1)c1ccccc1)c1ccccc1
35. COc1ccc(C(=O)CC2(CC(=O)c3ccc(OC)cc3)C(=O)N(C)C(=O)N(C)C2=O)cc1
36. CCCCCCCCCCCCCCCC[N+](C)(C)C
entry no.	33	34	35	36
S-ASM inh	0%	4%	-4%	u
ELG1 DNA repair	4%	-1%	1.6µM*	-3%
TSHR antagonist	0	0	-1	4
TSG101-PTAP inh	-4%	-1%	-1%	1%
a7 integrin act	-2%	26%	10%	x
Mito fusion act	-3%	-2%	1%	-23%
TCR act	0%	7%	-18%	-17%
Tb PFK inh	-6%	-11%	-3%	0%
Eya2 inh	-8%	9%	11%	-8%
AT treatment	13%	10%	x	-7%
BCR signal inh	4%	u	u	1%
